HSP90 inh: HSP90 refolding inhibition in rabbit reticulocyte lysate; luciferase refolding luminescence, 3 h; inhibition, % at 5.6 µM; 0.91% of 290,000 active;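 active = inhibition above the screen-wide mean plus 3 SD, computed separately per campaign, cut at about 16% in these data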;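 also: 0% = DMSO wells and 100% = 60 µM geldanamycin wells; inhibitors lower the luminescence because luciferase stays unfolded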
KLF5 inh: kruppel-like factor 5 inhibition; DLD-1 KLF5 promoter-luciferase reporter, luminescence; inhibition, % at 5 µM; 0.23% of 290,000 active; AID 1700;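 active = inhibition above a per-plate limit of that plate's mean compound inhibition plus 3 SD, cut at about 60% in these data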;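 also: 0% = DMSO wells and 100% = LY294002 at 200 µM; higher means less KLF5 promoter-driven luciferase light; inactives centre near -14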
HSF1 activator: increases HSF-1 driven luciferase reporter signal; NIH3T3-HGL HSF-1 luciferase reporter, MG132, 8 h; 100% = twice DMSO control signal; activation, % at 9 µM; 1.7% of 300,000 active;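 active = mean replicate activation of at least 50% with a set share of replicates each reaching 50%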;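 also: 0% = median of the neutral control wells and 100% = twice that signal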
HSF1 inhib: HSF1 inhibition; 0.77% of 300,000 active; AID 2098; activity change, negative = inhibition, % at 7.5 µM (by protocol); NIH3T3-HGL HSE-luciferase, MG132-induced, luminescence 8 h; active compounds read low;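 active = more than half of replicate wells show activity change below -50%, luminescence cut by over half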;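 also: luciferase reports HSF-1 transcriptional activity via heat shock element; 0% = median of DMSO wells and -100% = zero luminescence signal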
SKKanGAS inh: blocks kanamycin growth of S. pyogenes SKKanGAS strain; 1.3% of 300,000 active; AID 1662; inhibition, % at 7.5 µM; BacTiter-Glo, 6 h;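 active = mean replicate score, as percent of positive control median, at least 50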;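 also: strain carries kanamycin resistance gene driven by streptokinase promoter and grows in 40 µg/ml kanamycin; loss of luminescence reflects streptokinase promoter inhibition or plain growth inhibition; 0% = median of DMSO wells and 100% = positive control at its reference dose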
HIF activator: HIF pathway transcriptional activation | 0.32% of 300,000 active | U2OS HRE-luciferase reporter, luminescence; normalized: DMSO 0%, desferrioxamine 100% | activation, % at 7.5 µM (by protocol);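 active = mean activation of at least 10% of the iron chelator positive control signal, with at least half of replicates also reaching 10%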
IEC-6 cytotox: kills IEC-6 intestinal cells in KLF5 counter-screen; AID 1825; IEC-6 cytotoxicity, luminescence viability; 0.78% of 290,000 active; inhibition, % at 5 µM; in the data active = inhibition above about 22%;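 also: 0% = plate median of test compound wells and 100% = cytotoxic reference compound wells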
aSyn 5UTR inh: 5' untranslated region of α-synuclein, MLPCN primary screen | alpha-synuclein 5'UTR reporter, inhibitor activity | inhibition, % (tested at 7.5 µM) | 0.82% of 300,000 active | AID 1813; in the data active = inhibition above about 60%;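 also: H4 neuroglioblastoma cells stably carrying SNCA 5'UTR luciferase fusion; 0% = DMSO wells and 100% = positive control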
Platelet DG rel: modulates dense granule release in human platelets; inhibition, %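 (compounds screened at 7.5 µM in platelet-rich plasma)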; human platelet-rich plasma, SFLLRN dense granule ATP release, luminescence; 0.22% of 300,000 active;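 active = mean replicate score, as percent of positive control, at or above 50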
AI-2 QS mod: modulators of Vibrio harveyi AI-2 quorum sensing system | Vibrio harveyi JMH597 AI-2 luminescence/OD600 ratio, 9 h; active compounds read low; strain lacks LuxN and CqsS sensors; 0 = neutral-control median | activity change, % at 7.5 µM | 0.4% of 300,000 active; in the data active = activity change below about -75%, passing the limit was not always enough;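 also: luminescence divided by OD600 gain over 9 h not by final OD600 alone; inactives centre near 13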
* hit, by the source's call; / = not tested or not shown.

SMILES	HSP90 inh	KLF5 inh	HSF1 activator	HSF1 inhib	SKKanGAS inh	HIF activator	IEC-6 cytotox	aSyn 5UTR inh	Platelet DG rel	AI-2 QS mod
O=Cc1ccc(Oc2ncccn2)cc1	1.0	-31.9	24.9	-2.0	0.6	0.0	-3.0	-18.5	1.3	1.6
CCOC(=O)C1CCN(C(=O)/C=C/c2cc(OC)c(OC)c(OC)c2)CC1	-1.1	6.2	-14.6	4.8	-7.0	0.3	-2.6	17.2	1.8	0.3
Cc1sc2ncnc(N3CCCCC3C)c2c1C (stereo unspecified)	5.6	-13.1	-12.9	-12.6	6.6	-0.4	-0.6	-0.4	-2.9	8.7
CCN(CCCNC(=O)C1CCC(=O)N1Cc1ccc(C)cc1)c1cccc(C)c1 (stereo unspecified)	1.9	-16.9	85.1*	59.1	-1.9	-0.6	-0.9	4.0	-0.3	11.3
c1ccc(N2CCN(C3CCSC3)CC2)cc1 (stereo unspecified)	2.8	-22.8	-14.2	0.1	1.0	0.1	-6.8	5.1	1.9	0.4
Cc1cc(O)c(C(C)C)cc1C1(c2cc(C(C)C)c(O)cc2C)OC(=O)c2ccccc21	8.1	0.2	-4.7	-10.7	84.3*	-5.4	5.2	20.9	-9.8	63.2
COc1ccccc1NS(=O)(=O)c1ccc2[nH]c(=O)[nH]c2c1	7.4	-1.6	-30.6	-18.2	1.6	-0.3	1.1	10.7	-5.2	0.7
Cc1cccc(/C=C2/C(=O)/C(=C/c3ccccc3C)C3CCC2N3C)c1 (stereo unspecified)	3.3	-12.5	2.6	3.4	-6.6	0.1	5.1	-6.0	0.7	17.8
Cc1nnc(SC(C)C(=O)Nc2ccc3c(c2)OCCO3)s1 (stereo unspecified)	-1.8	-13.1	-3.5	4.3	6.1	0.0	-2.4	2.2	7.1	25.8
COc1ccc(N2CCN(C(=O)CCS(=O)(=O)c3ccc(C)cc3)CC2)cc1	2.1	-15.8	-3.1	-4.3	-1.1	0.5	2.1	-1.6	3.6	4.3
C=C(C)CSc1nnc(-c2cc(OC)c(OC)c(OC)c2)n1N	1.7	-14.5	1.7	2.2	-9.3	-0.3	7.6	10.9	3.6	23.3
CCN(c1ccccc1)S(=O)(=O)c1ccc(Cl)c(NC(=O)CSc2n[nH]c(N)n2)c1	-0.5	-47.7	-9.3	-5.1	-9.6	0.4	0.7	-14.3	11.8	9.1
CC(=O)N/N=C/c1cc(C)n(-c2ccc(Br)cc2)c1C	2.8	-14.6	28.4	-2.2	-0.2	-1.1	4.8	4.6	9.4	8.9
O=C(Nc1ccccc1-c1ccccc1)c1cccs1	2.2	-5.8	33.4	8.0	-1.9	-0.2	4.2	15.8	0.5	9.2
COc1ccc(N2CCN(CCNC(=O)CCN3C(=O)COc4ccccc43)CC2)cc1	-0.1	-18.2	/	/	14.6	-0.4	-7.5	3.7	8.6	8.4
Cc1cc(C)n(CCC(=O)N2c3ccccc3CC2C)n1 (stereo unspecified)	1.1	-1.9	24.3	-6.7	-0.9	-0.1	3.1	16.0	-5.1	0.7
CCOC(=O)C(CC)Sc1nnc2cc(C)c3ccccc3n12 (stereo unspecified)	0.7	-8.3	-5.1	0.0	-1.0	0.0	-3.0	2.9	-2.4	18.9
Cc1nc2c(ncn2-c2ccccc2)c(=O)n1NC(=O)CN1CCN(C)CC1	-4.1	-12.5	13.5	-3.8	4.2	-0.2	-2.5	-0.1	2.2	8.0
CC1=CCC(C(=O)N/N=C/c2cccs2)C(c2ccc(F)cc2)C1 (stereo unspecified)	6.7	-5.6	16.9	0.0	1.0	-0.1	-9.3	17.9	-14.8	28.8
Cc1ccc2cccnc2c1N	-1.9	-29.7	4.2	2.6	-3.5	0.4	-1.6	4.3	9.7	49.1
NS(=O)(=O)c1ccc(Nc2ccccc2)c([N+](=O)[O-])c1	3.4	-33.9	3.9	-2.8	-4.7	0.1	1.9	39.6	-4.3	17.4
COc1ccc(-c2nc3c(n2O)CCCC3=O)cc1OC	-1.7	-21.9	-1.8	0.8	1.1	0.5	6.8	1.4	8.4	12.0
Cc1ccc(NC(=O)CN2C(=O)COc3ccc(C)cc32)nc1	0.6	8.4	2.4	-2.7	-9.8	-0.1	6.3	13.8	7.0	6.5
CC(c1ccccc1)N1CCC(CNC(=S)Nc2cccc(Cl)c2)C1 (stereo unspecified)	-4.5	-16.6	15.5	6.7	-15.3	-0.5	2.5	4.4	-4.3	33.9
CC(C)(C)n1ncc2c(=O)n(CC(=O)N3CCCCCC3)cnc21	-2.3	-46.4	23.5	-5.0	-6.3	-0.2	-0.5	-22.3	2.9	10.1
O=[N+]([O-])c1ccc(O)c(C=Nc2ccc3c(c2)OCO3)c1	3.7	-42.6	7.3	16.5	8.5	3.5	1.3	-86.4	-3.2	14.2
Cc1cc(=O)[nH]c(-n2[nH]c3c(c2=O)CCCC3)n1	-0.4	5.1	4.7	4.4	3.0	0.0	-6.0	-13.4	-6.9	47.5
COc1cc2ccccc2cc1C(=O)Nc1ccc(Cc2ccncc2)cc1	-0.9	-25.9	9.2	-0.7	26.0	4.6	-5.3	-128.9	-6.3	23.7
COCCNC(=O)c1ccc2c(=O)n(Cc3ccco3)c(SCC(=O)Nc3ccc(OC)cc3OC)nc2c1	-4.1	-31.1	4.4	-0.4	8.3	-0.6	-4.1	23.0	-1.4	7.5
CC(=O)n1c(=O)c2ccccc2c(=O)n1-c1ccccc1	-3.0	-15.4	4.2	-5.7	-0.4	1.0	-5.5	2.9	7.2	21.5

In another format: 2 of the compounds above
| SMILES | HSP90 inh | KLF5 inh | HSF1 activator | HSF1 inhib | SKKanGAS inh | HIF activator | IEC-6 cytotox | aSyn 5UTR inh | Platelet DG rel | AI-2 QS mod |
| --- | --- | --- | --- | --- | --- | --- | --- | --- | --- | --- |
| COc1cc2ccccc2cc1C(=O)Nc1ccc(Cc2ccncc2)cc1 | -0.9 | -25.9 | 9.2 | -0.7 | 26.0 | 4.6 | -5.3 | -128.9 | -6.3 | 23.7 |
| Cc1nc2c(ncn2-c2ccccc2)c(=O)n1NC(=O)CN1CCN(C)CC1 | -4.1 | -12.5 | 13.5 | -3.8 | 4.2 | -0.2 | -2.5 | -0.1 | 2.2 | 8.0 |

The results go on:
SMILES	HSP90 inh	KLF5 inh	HSF1 activator	HSF1 inhib	SKKanGAS inh	HIF activator	IEC-6 cytotox	aSyn 5UTR inh	Platelet DG rel	AI-2 QS mod
C/C(=N\N1CCN(c2ccc(Cl)cc2)CC1)c1cccc([N+](=O)[O-])c1	-2.3	-18.9	10.9	7.4	-26.1	0.0	-3.0	18.3	-0.6	8.4
CCC(c1nnnn1CS(=O)(=O)c1ccc(C)cc1)N1CCN(c2nc3ccccc3s2)CC1 (stereo unspecified)	0.3	-18.2	-1.0	-10.2	4.5	0.1	1.6	2.8	-2.7	9.7
COc1ccc(/C=N/NC(=O)Cc2csc(Nc3cccc(C(F)(F)F)c3)n2)c(OC)c1	7.6	-19.0	2.7	4.0	3.7	0.2	-1.0	1.7	5.5	18.4
CC(=O)OC(C(=O)NCc1ccc(F)cc1)c1ccccn1 (stereo unspecified)	6.9	7.0	-0.1	-10.2	-1.7	0.2	-3.8	-4.5	10.1	15.7
COc1ccc(C2C(C#N)=C(N)OC3=C2C(=O)CCC3)cc1OC (stereo unspecified)	-5.2	-0.5	-11.0	-12.7	-0.1	-0.6	-1.7	-20.5	18.9	8.0
Cn1c(=O)cc(OCC(=O)NCc2ccccn2)c2ccccc21	-1.5	-36.6	-9.6	-0.5	-5.7	0.0	0.1	9.0	-0.2	4.3
O=C(O)c1ccc2c(c1)C(=O)/C(=C/c1ccccc1)C2=O	3.1	3.1	7.2	-6.2	5.0	-0.5	-16.8	-24.2	-1.7	11.3
Cc1nc2c(cc1NC(=O)C(C)(C)C)nc(C)n2Cc1ccccc1	-1.1	-39.1	0.4	-4.9	1.0	-0.3	-3.0	3.1	-1.7	7.8
O=c1[nH]c(NCCCO)nc2c1C1(CCCC1)Cc1ccccc1-2	-2.6	-10.5	18.2	21.3	-11.5	-54.3	-1.4	-42.5	-15.1	-2.2
O=c1cc(C(F)(F)F)[nH]c2ccc(C(F)(F)F)cc12	-1.2	8.7	-8.5	-2.2	18.2	-0.2	3.5	25.9	1.9	24.0
Cc1cc(C(=O)NNc2c(Cl)cccc2Cl)no1	-1.9	-21.0	34.6	-2.2	0.3	0.3	9.3	-0.7	-17.7	-0.1
CC(C)NC(=O)c1onc(CSc2nc3ccccc3[nH]2)c1C(=O)NC(C)C	2.2	1.1	5.5	-1.2	1.1	0.0	1.2	3.4	-0.4	12.8
CC1=CC(C)(C)N(C(=O)C(C)N2C(=O)c3ccccc3C2=O)c2ccc(C)cc21 (stereo unspecified)	2.5	-29.6	2.2	-5.7	-4.6	-0.1	3.2	-10.8	0.7	24.1
CCOc1ccc(Oc2ccccc2NC(=O)CSCC(=O)Nc2cc(C)on2)cc1	/	/	2.0	0.7	3.7	0.2	/	-3.7	-3.2	17.7
CSc1ccc(NS(=O)(=O)c2ccc(-n3cnnn3)cc2)cc1	-0.8	-8.0	-2.0	9.9	2.4	-0.8	-2.9	7.0	0.6	15.8
O=C(Nc1ccccc1C(=O)Nc1ccc(Br)cn1)c1cccc([N+](=O)[O-])c1	0.7	-18.5	19.3	-5.4	1.0	-7.8	-4.9	-14.5	-1.5	/
CNCC(=O)N1CCN(c2ncc(C(F)(F)F)cc2Cl)CC1	0.7	1.0	-5.9	2.7	1.5	-0.1	1.9	18.5	9.1	6.2
COc1ccc(NS(=O)(=O)c2cccc(C(=O)Nc3ccccc3C(=O)O)c2)cc1	-5.3	-20.8	-7.5	-0.4	11.8	-0.6	0.6	11.8	4.4	4.8
CCCCCC(=O)Nc1c(-c2cccs2)c(=O)c2ccccc2n1C	-1.2	-8.6	7.1	6.2	2.8	0.0	-1.1	-17.1	9.4	12.5
CC(=O)OCC(=O)C1=CCC2C3CCC4=CC(=O)C=CC4(C)C3(F)C(OC(C)=O)CC12C (stereo unspecified)	-0.5	-28.4	6.9	-3.2	-1.4	-0.6	2.3	-13.6	12.2	29.9
Cc1onc(-c2ccccc2)c1C(=O)NC(C)c1ccccc1 (stereo unspecified)	/	/	4.3	2.8	-0.1	0.0	/	-1.8	0.5	18.1
COc1cccc(-c2ncc3ccccn23)c1	13.7	-35.8	10.4	-6.3	-0.8	-0.9	2.7	-123.5	0.0	10.6
NNC(=O)CSc1cccc2cccnc12	-4.1	6.7	-4.7	-6.0	-3.2	0.0	2.0	2.1	-0.2	20.7
CCNc1nc(-c2cc3ccccc3o2)cs1	-1.9	-40.7	25.2	10.0	5.0	1.1	3.1	-186.7	8.2	-4.0
N#CCCN1CCN(S(=O)(=O)c2ccc(S(=O)(=O)NC3CCCCC3)cc2)CC1	2.8	-20.5	6.6	5.5	-2.7	0.3	-3.0	-8.0	4.5	15.8
CCOc1ccc(S(=O)(=O)N2CCN=C2c2ccccc2)c(C)c1C	3.1	-8.8	-4.4	1.2	-1.5	-0.6	6.4	-9.5	-7.0	12.0
O=C(CSc1n[nH]c(-c2ccccc2Cl)n1)NCc1cccc(C(=O)O)c1	6.3	7.7	/	/	0.7	0.0	3.9	1.6	1.5	24.2
COC(=O)Nc1nnc(SCc2ccc(C)cc2)s1	0.6	-34.3	-34.3	-18.6	9.4	0.2	-0.4	19.2	-2.1	-36.7
C=CCn1cccc(C(=O)Nc2ccc(N(C)C)cc2)c1=O	-3.6	-97.7	40.2	12.2	0.2	1.7	1.3	-104.3	-8.7	17.3
CCOc1ccccc1NC(=O)N1CCC(NC(=O)c2cccc(C)c2)CC1	-0.5	-13.7	13.0	-2.2	-3.7	0.2	0.9	-11.5	1.8	23.8

Screens as filed in PubChem.
